Screening data: PubChem BioAssay, The Scripps Research Institute Molecular Screening Center
Tn7 DDE FP: inhibitors of Tn7 peptide binding to fibrin DD(E), primary screen, biochemical, fluorescence polarization, human fibrin, Tn7 probe. inhibition, % at 8.3 µM. FP displacement of FITC-Tn7 peptide from fibrin DD(E); 0% = median of compound wells per plate. 0.13% of 370,000 active;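 active = inhibition above the mean of compounds falling within the control limits plus 3 SD of them, cut at about 14% in these data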;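 also: 0% = plate median of compound wells and 100% = 10 µM Aha-Tn7 peptide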
Target sequence (P02675 whole entry, looked up): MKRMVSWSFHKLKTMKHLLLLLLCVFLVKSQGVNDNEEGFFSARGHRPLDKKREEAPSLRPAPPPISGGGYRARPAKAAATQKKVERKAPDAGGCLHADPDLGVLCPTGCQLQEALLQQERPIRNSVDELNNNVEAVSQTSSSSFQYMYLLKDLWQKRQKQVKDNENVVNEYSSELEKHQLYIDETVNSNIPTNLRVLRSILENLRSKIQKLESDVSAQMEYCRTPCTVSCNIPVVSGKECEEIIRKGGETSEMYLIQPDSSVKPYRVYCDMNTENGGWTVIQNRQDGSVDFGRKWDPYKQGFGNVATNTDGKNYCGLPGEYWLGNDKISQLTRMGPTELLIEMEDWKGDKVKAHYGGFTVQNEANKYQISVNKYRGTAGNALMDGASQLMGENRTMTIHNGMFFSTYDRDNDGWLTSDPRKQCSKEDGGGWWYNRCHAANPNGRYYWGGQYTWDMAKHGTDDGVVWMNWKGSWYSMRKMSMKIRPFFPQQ
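Assay system: Human fibrin DD(E) protein | Medium: Tris buffer with calcium and detergent, pH 7.8 | Reagent: 0.1 µM fluorescent Tn7 | Compound dosing: Single point at 8.3 µM | Times: 10 min preincubation, 3 h with tracer, room temperature | Detection: Fluorescence polarization of the labelled Tn7 tracer | Controls: Aha-Tn7 high control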
TDP2 inh: human TDP2 enzyme inhibitors, primary screen, biochemical, epi absorbance, recombinant enzyme. Tyrosyl-DNA phosphodiesterase 2 (Homo sapiens), O95551. T5PNP hydrolysis, p-nitrophenol absorbance 415 nm. inhibition, % at 12.8 µM. 0.34% of 370,000 active. AID 720702, 2013;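 active = inhibition above the mean of all tested compounds plus 3 SD, set per campaign, cut at about 25% in these data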;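 also: 0% = DMSO with enzyme and 100% = buffer with substrate but no TDP2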
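Material: recombinant human TDP2; quantity: TDP2 enzyme at 120 nM final; medium: Tris-HCl pH 7.5 with MgCl2; compound: single concentration, 12.8 µM nominal, with 1% DMSO; incubation: 2 h enzyme incubation at 37 °C; signal: epi absorbance; measure: percent inhibition; benchmarks: high control without enzyme, low control DMSO plus TDP2; repeats: singlicate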
UHRF1 MBD2 ctr: UHRF1 methylated DNA binding inhibitors, primary screen, counter-screen for MBD2 inhibitor project, biochemical, TR-FRET, human UHRF1, single concentration; E3 ubiquitin-protein ligase UHRF1 (Homo sapiens), Q96T88; UHRF1 binding to methylated oligo; inhibition, % at 4.4 µM; 0.75% of 370,000 active; in the data active = inhibition above about 21%;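 also: UHRF1 SRA domain binding a hemimethylated CpG hairpin DNA probe; 0% = median of test compound wells and 100% = reference inhibitor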
TCR CD3 inh: inhibitors of human TCR-CD3 interaction, primary screen, biochemical, fluorescence, TAMRA-labeled TCR probe | T-cell receptor (TCR) | inhibition, % at 9.4 µM | 0.37% of 360,000 active; in the data active = inhibition above about 19%;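 also: recombinant mutant TCR 2C K166C tagged with TAMRA read by polarization; 0% = receptor in buffer alone and 100% = receptor with positive control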
ABHD4 inh: ABHD4 inhibitors, primary screen, biochemical, fluorescence polarization, mouse. (Lyso)-N-acylphosphatidylethanolamine lipase (Mus musculus), Q8VD66. purified mABHD4, FP-Rh probe fluorescence polarization. inhibition, % at 8.92 µM. 0.54% of 370,000 active. AID 720543, 2013;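 active = inhibition exceeding the mean over every tested compound plus 3 SD, cut at about 30% in these data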;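 also: 0% = plate median of compound wells and 100% = S159A mutant with DMSO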
Target sequence (Q8VD66 whole entry, looked up): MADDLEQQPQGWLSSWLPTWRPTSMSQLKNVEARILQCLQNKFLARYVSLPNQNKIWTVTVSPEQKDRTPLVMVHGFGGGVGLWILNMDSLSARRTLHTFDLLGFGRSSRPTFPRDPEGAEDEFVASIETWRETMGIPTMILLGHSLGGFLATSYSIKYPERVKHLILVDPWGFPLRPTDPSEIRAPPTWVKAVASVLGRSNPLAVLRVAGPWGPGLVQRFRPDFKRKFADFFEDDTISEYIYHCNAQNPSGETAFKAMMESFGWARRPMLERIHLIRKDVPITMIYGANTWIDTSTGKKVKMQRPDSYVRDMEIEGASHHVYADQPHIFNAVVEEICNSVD
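Test system: mABHD4 protein | Buffer or medium: HEPES pH 7.0 buffer, 150 mM NaCl, 0.01% Pluronic F-127 | Probe or stimulus: FP-Rh fluorescent activity-based probe, added after compound pre-incubation | Timing: Pre-incubation 45 min, probe exposure 60 min, at 25 °C | Technique: Fluorescence polarization, excitation 525 nm, emission 598 nm, BODIPY TMR filters | Repeats: Single well per compound (singlicate)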
SIAE primary: human SIAE inhibitors, primary screen, biochemical, fluorescence polarization, FP-Rh probe, 1536-well HTS; Sialate O-acetylesterase (Homo sapiens), Q9HAT2; SIAE FP-Rh probe binding; inhibition, % at 9.66 µM; 0.69% of 370,000 active; AID 1053197, 2014;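 active = inhibition above a cutoff: mean of compounds within the control limits plus 3 SD of those, cut at about 17% in these data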;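 also: 0% = plate median of compound wells and 100% = probe without SIAE protein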
LEDGF integ inh: blockers of LEDGF/p75-dependent integrase strand transfer – biochemical, TR-FRET, high throughput, primary screen | TR-FRET IN-LEDGF/p75 DNA integration, Eu/Cy5 | inhibition, % at 3.7 µM | HIV-1 integrase (with human LEDGF/p75) | AID 743269, 2014 | 0.64% of 370,000 active;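 active = inhibition above the screen-wide mean plus 3 SD, cut at about 13% in these data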;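 also: signal is the Cy5 over europium emission ratio at 671 and 618 nm; 0% = plate median of compound wells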
PG9 binder: binders of HIV-1 gp120 antibody PG9, primary screen, biochemical, TR-FRET. HIV-1 gp120 / PG9 antibody interaction. TR-FRET gp120-PG9 antibody binding. inhibition, % at 6.7 µM. 0.43% of 360,000 active; in the data active = inhibition above about 8.5%
PRMT1 FP inh: PRMT1 methyltransferase inhibitors, primary screen, biochemical, fluorescence polarization; inhibition, % at 2.79 µM; AID 652257, 2013; Protein arginine N-methyltransferase 1 (Homo sapiens), Q99873; 1.3% of 370,000 active; recombinant PRMT1, activity-based probe fluorescence polarization;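 active = inhibition above about 21% made by adding two undisclosed values, limit read from the data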
HTRA1 inh: HTRA1 serine protease inhibitors, primary screen, biochemical, fluorescence polarization, HTS; Q92743; recombinant HTRA1, FP-rhodamine activity-based probe; inhibition, % at 5.96 µM; 0.5% of 340,000 active; AID 504803, 2011; in the data active = inhibition above about 36%;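 also: 0% = enzyme with DMSO and 100% = wells lacking enzyme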
The depositor's hits bear a star; / = not tested or not shown; & = joins results of further samples; ! = not confirmed by another sample.

No.	structure	Tn7 DDE FP	TDP2 inh	UHRF1 MBD2 ctr	TCR CD3 inh	ABHD4 inh	SIAE primary	LEDGF integ inh	PG9 binder	PRMT1 FP inh	HTRA1 inh
1	CCCCOc1ccc(C(O)(CCN2CCOCC2)c2ccccc2)cc1 (centres undefined)	5	-7	1	-3	-3	-2	1	1.4	4	-9
2	Cn1cccc1Cc1nnc(SCC(=O)N2CCCCCC2)n1CCc1ccccc1	6	1	0	9	2	1	3	-1.1	-3	2
3	Cn1c(=O)c2c(nc(SCC(=O)NCc3ccc4c(c3)OCO4)n2Cc2ccc(Cl)cc2)n(C)c1=O	-4	-3	0	-1	17	5	-2	-4.3	-1	20
4	CCCNC(=O)NNC(=O)c1cc(-c2ccc3c(c2)OCO3)nc2ccccc12	-1	-22	-3	-1	-8	-14	2	-3.5	-3	-11
5	CCc1cc(SC#N)cc(CC)c1NC(=O)CCl	-10	-5	-3	4	1	-5	1	-0.8	10	3
6	CC(Nc1cc(N2CCN(S(C)(=O)=O)CC2)ccc1[N+](=O)[O-])c1ccccc1 (centres undefined)	-1	2	-4	-1	-4	-1	4	-0.2	2	-21
7	CCC(=O)N1N=C(c2ccc(NS(=O)(=O)c3ccc(C)cc3)cc2)CC1c1ccco1 (centres undefined)	2	-5	0	2	-13	-11	1	-0.5	1	-27
8	Cc1cc2c(cc1C)-n1nnnc1C(N1CCCC1)C(=O)N2 (centres undefined)	2	-3	-1	9	1	-8	-3	-0.2	0	/

No.	structure	Tn7 DDE FP	TDP2 inh	UHRF1 MBD2 ctr	TCR CD3 inh	ABHD4 inh	SIAE primary	LEDGF integ inh	PG9 binder	PRMT1 FP inh	HTRA1 inh
9	Cc1nc(-c2ccc(Cl)cc2)sc1C(=O)NN	0	17	-5	2	2	17*	3	-2.1	-6	-3
10	CCC(=O)c1ccc2c(c1)N(CCCN(C)C)c1ccccc1S2	-1	-4	-1	-5	6	0	-6	-5.2	5	8
11	CCN(c1cccc2ccccc12)S(=O)(=O)c1cccs1	-9	-1	2	2	0	-3	5	-0.7	1	-14
12	COCC(C)NC(=O)c1cccc([N+](=O)[O-])c1 (centres undefined)	-4	-6	4	2	7	2	-3	-1.1	-3	-3
13	CCc1cc(Cl)c(OC)c(C(=O)NC[C@@H]2CCCN2CC)c1O	-8&-3	-11&-7	3&-1	29*!	9&4	4&-4	-3&0	1.6&0.5	5&2	-3&0
14	COCCNC(=O)c1cc2c(c(-c3cccc(-c4cccc(OC)c4)c3)n1)[C@H](CCO)N(S(=O)C(C)(C)C)C2 (some centres undefined)	-4	-8	-3	-1	1	-3	-6	-0.8	1	/
15	O=S(=O)(NC1CCCCCC1)c1ccc(Br)s1	-1	-1	3	-6	-1	-3	0	1.5	3	-10
16	Cc1ccc(C(=O)COC(=O)c2ccc3c(c2)C(=O)N(c2cccc4ncccc24)C3=O)cc1	-3	-2	13	7	3	6	-3	-1.7	0	5

Reprinted at random: 3 entries already listed
No.	structure	Tn7 DDE FP	TDP2 inh	UHRF1 MBD2 ctr	TCR CD3 inh	ABHD4 inh	SIAE primary	LEDGF integ inh	PG9 binder	PRMT1 FP inh	HTRA1 inh
10	CCC(=O)c1ccc2c(c1)N(CCCN(C)C)c1ccccc1S2	-1	-4	-1	-5	6	0	-6	-5.2	5	8
13	CCc1cc(Cl)c(OC)c(C(=O)NC[C@@H]2CCCN2CC)c1O	-8&-3	-11&-7	3&-1	29*!	9&4	4&-4	-3&0	1.6&0.5	5&2	-3&0
16	Cc1ccc(C(=O)COC(=O)c2ccc3c(c2)C(=O)N(c2cccc4ncccc24)C3=O)cc1	-3	-2	13	7	3	6	-3	-1.7	0	5

The list goes on:
No.	structure	Tn7 DDE FP	TDP2 inh	UHRF1 MBD2 ctr	TCR CD3 inh	ABHD4 inh	SIAE primary	LEDGF integ inh	PG9 binder	PRMT1 FP inh	HTRA1 inh
17	CN1CC(=O)N(CC(=O)Nc2ccc(Cl)c(C(F)(F)F)c2)C1=O	3	5	2	-6	-5	10	6	0.3	1	3
18	CC1=C(C(=O)OC(C)C)C(C)C(C(=O)OC(C)C)=C(C)N1	-2	-6	-6	6	-2	3	-2	-1.9	-1	-3
19	CCCCOc1ccc(C(C)(O)CCN2CCOCC2)cc1 (centres undefined)	0	10	1	-4	-7	-3	3	-1.2	-1	0
20	Cc1cc(C(=O)NNC(=O)c2cccc(N(C)C)c2)c(C)o1	7	-6	0	-1	5	8	-4	-3.2	1	0
21	CCN(CC)C(=O)C1=C(C)N(Cc2ccc(OC)cc2)C(=O)C(CC(=O)NC(c2ccccc2)c2ccccc2)C1 (centres undefined)	-3	2	1	-4	3	-4	-1	0.3	5	-13
22	C=CCN=C1NN=C(c2ccc3c(c2)OCCO3)CS1	10	1	-1	8	6	-4	-1	-1.7	19	-8
23	CCN(CC)CCCN1C=C2C(=O)C(C)(OC(=O)C3CCCC3)C(=O)C(c3ccccc3)=C2C=C1CCCC(=O)OC (centres undefined)	0	4	-1	3	15	4	2	-0.8	6	10
24	COc1ccccc1OCC(=O)N1CCCCCC1	-1	5	-3	6	-6	5	4	-0.4	-4	5

No.	structure	Tn7 DDE FP	TDP2 inh	UHRF1 MBD2 ctr	TCR CD3 inh	ABHD4 inh	SIAE primary	LEDGF integ inh	PG9 binder	PRMT1 FP inh	HTRA1 inh
25	O=C1O[C@@H](c2ccccc2)C[C@@H](O)[C@H](O)CCc2ccccc21	4	3	-1	6	2	-7	-1	-0.5	0	/
26	O=C(NCc1ccc2c(c1)OCO2)C1CC(=O)N(CCc2ccc(Cl)cc2)C1 (centres undefined)	7	7	2	7	-1	4	-3	-1.1	-3	2
27	CN1CCCN(S(=O)(=O)c2ccc3c(c2)OCCO3)CC1	-2	-6	0	3	1	8	4	-0.1	0	4
28	CC(=O)c1ccc(N=Nc2ccc(N(C)C)cc2)cc1	-6	-17	2	-4	-7	7	1	-0.5	-1	4
29	COc1ccc(NC(=O)Cc2c(C)n(C(=O)c3ccc(Cl)cc3)c3ccc(OC)cc23)cc1	3	-2	-2	6	-6	-5	-1	-1.3	-4	-11
30	COc1cc(/C=N/n2c(SC)nnc(C(C)(C)C)c2=O)ccc1O	-6	-6	1	3	-7	1	1	1.6	-3	4
31	CCC(NC(=S)NCc1ccc(F)cc1)c1ccc(C)cc1 (centres undefined)	-4	0	0	1	-7	11	1	-2.2	4	-16
32	CCC(C)(C)n1nnnc1CN1CCC(c2nc3ccc(C)cc3[nH]2)CC1	-1	6	3	6	4	2	2	-2.1	-1	3

Full records, looked up by structure. Order of values: Tn7 DDE FP, TDP2 inh, UHRF1 MBD2 ctr, TCR CD3 inh, ABHD4 inh, SIAE primary, LEDGF integ inh, PG9 binder, PRMT1 FP inh, HTRA1 inh
Listed for O=C(NCc1ccc2c(c1)OCO2)C1CC(=O)N(CCc2ccc(Cl)cc2)C1 (centres undefined) → 7, 7, 2, 7, -1, 4, -3, -1.1, -3, 2
Listed for CC(=O)c1ccc(N=Nc2ccc(N(C)C)cc2)cc1 → -6, -17, 2, -4, -7, 7, 1, -0.5, -1, 4
Listed for CCC(NC(=S)NCc1ccc(F)cc1)c1ccc(C)cc1 (centres undefined) → -4, 0, 0, 1, -7, 11, 1, -2.2, 4, -16
Listed for CN1CCCN(S(=O)(=O)c2ccc3c(c2)OCCO3)CC1 → -2, -6, 0, 3, 1, 8, 4, -0.1, 0, 4
Listed for COc1ccc(NC(=O)Cc2c(C)n(C(=O)c3ccc(Cl)cc3)c3ccc(OC)cc23)cc1 → 3, -2, -2, 6, -6, -5, -1, -1.3, -4, -11

The list goes on:
No.	structure	Tn7 DDE FP	TDP2 inh	UHRF1 MBD2 ctr	TCR CD3 inh	ABHD4 inh	SIAE primary	LEDGF integ inh	PG9 binder	PRMT1 FP inh	HTRA1 inh
33	CS(=O)(=O)c1nc(S(=O)(=O)c2ccc(Cl)cc2)c(N2CCC(O)CC2)s1	-4	-9	0	2	-1	-2	0	-5.5	0	-1
34	COC(=O)NCC(c1cccnc1)N1CCN(c2ccccc2OC)CC1 (centres undefined)	5	3	2	-9	-5	7	-1	0.4	2	4
35	O=C(Cc1ccc(Br)cc1)N1CCN(c2ccccc2)CC1	1	-9	2	-3	-1	-2	-3	-0.9	1	-4
36	COc1cc2cc(CCCOC(=O)c3ccc4c(c3)OCO4)oc(=O)c2cc1OC	3	5	0	0	-10	-2	3	-0.7	-2	-4
37	O=C(Nc1ccc(C(=O)O)cc1)/C(=C\c1ccc2c(c1)OCO2)NC(=O)c1ccccc1Cl	3	1	1	4	-20	2	-3	-0.3	1	3
38	CCc1ccc(N(CC(=O)N2CCN(Cc3ccccc3)CC2)S(C)(=O)=O)cc1	0	5	-1	-7	1	-2	4	-0.9	-2	6
39	CN(Cc1ccccc1)c1nc(N)c([N+](=O)[O-])c(Nc2cccc(F)c2)n1	3	8	0	-5	4	-11	-1	0.3	-1	-3
40	Cc1ccc(NC(=O)CSc2ncnc3ccccc23)cc1S(=O)(=O)N1CCOCC1	10	5	-1	10	-3	-6	3	-0.7	12	-2
